Assay outcomes deposited in PubChem by Sanford-Burnham Center for Chemical Genomics.
hIAP block = blocks human intestinal alkaline phosphatase. purified IAP, CDP-Star luminescence, 30 min. inhibition, % at 10 µM. actives 0.12% (n = 330,000);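 active = inhibition reaching a set limit with compound at 10 µM in the primary screen, cut at about 35% in these data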;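 note: plate controls were DMSO wells with enzyme for no effect and no-enzyme buffer wells for full effect; values of inactives mirror those of a sister screen read the other way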
APOBEC3G inh = APOBEC3G (human) deaminase inhibition. Q9HC16. AID 493012. inhibition, % at 20 µM. actives 0.28% (n = 330,000). recombinant A3G, ssDNA deamination FAM/TAMRA fluorescence;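 active = inhibition of at least 40% at 20 µM, with no more than 30% in the related APOBEC3A deaminase screen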;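 note: plate controls were DMSO wells with A3G for no effect and wells lacking A3G enzyme for full effect; some compounds called inactive have numbers as strong as hits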
Target sequence (Q9HC16 whole entry, looked up): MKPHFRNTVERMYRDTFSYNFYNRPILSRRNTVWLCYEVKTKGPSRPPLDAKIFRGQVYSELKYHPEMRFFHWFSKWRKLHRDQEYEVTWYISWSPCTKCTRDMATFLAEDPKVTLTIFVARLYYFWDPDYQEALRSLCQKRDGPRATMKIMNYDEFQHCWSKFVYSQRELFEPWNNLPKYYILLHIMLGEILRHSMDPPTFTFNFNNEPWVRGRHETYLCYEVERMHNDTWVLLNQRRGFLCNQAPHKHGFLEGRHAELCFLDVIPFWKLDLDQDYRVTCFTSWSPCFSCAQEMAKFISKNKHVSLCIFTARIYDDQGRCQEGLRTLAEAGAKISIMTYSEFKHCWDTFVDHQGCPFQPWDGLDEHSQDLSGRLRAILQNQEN
A3A deaminase = blocks human APOBEC3A ssDNA deamination | recombinant A3A, FAM/TAMRA ssDNA deamination fluorescence | actives 0.41% (n = 330,000) | inhibition, % at 20 µM | AID 493011;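 active = at least 40% inhibition at 20 µM here, with at most 30% in a related deaminase screen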;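 note: plate controls were A3A with DMSO for no effect and wells lacking A3A enzyme for full effect; some results filed as inactive read as strong as hits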
Target sequence (P31941 whole entry, looked up): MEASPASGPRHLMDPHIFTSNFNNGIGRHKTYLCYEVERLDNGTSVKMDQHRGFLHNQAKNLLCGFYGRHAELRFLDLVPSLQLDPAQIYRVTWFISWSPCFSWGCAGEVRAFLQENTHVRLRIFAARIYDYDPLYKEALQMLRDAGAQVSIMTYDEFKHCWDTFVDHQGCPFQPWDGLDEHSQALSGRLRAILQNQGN
hIAP act = human IAP activation | actives 0.16% (n = 330,000) | AID 2524 | purified human IAP, CDP-Star luminescence, 30 min; stronger effect = higher value; 1 = vehicle-only enzyme, 0 = enzyme-free background | P09923 | activation factor at 10 µM;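 active = activation factor of the enzyme at least 2-fold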; note: the source names both 10 and 20 µM as test concentration; values of inactives mirror those of a sister screen read the other way
SENP1 FRET inh = blocks the human SENP1 SUMO protease catalytic domain | recombinant SENP1 catalytic domain, CyPet-SUMO1-YPet FRET cleavage | inhibition, % at 10 µM | actives 0.21% (n = 360,000) | AID 624204;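 active = inhibition at least 30% at 10 µM, raw YFP signal under a set limit, fluorescence ratio 0.5 to 1.5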;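 note: 0% = enzyme with DMSO and 100% = no enzyme wells; some results filed as inactive read as strong as hits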
Target sequence (Q9P0U3 419-644 limits assumed): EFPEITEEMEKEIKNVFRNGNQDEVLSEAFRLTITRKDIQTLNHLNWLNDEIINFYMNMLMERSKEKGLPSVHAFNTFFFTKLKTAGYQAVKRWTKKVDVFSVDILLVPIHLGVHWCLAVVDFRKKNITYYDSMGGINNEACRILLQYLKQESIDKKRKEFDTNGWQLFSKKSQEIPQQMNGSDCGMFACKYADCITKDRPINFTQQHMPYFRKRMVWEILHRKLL
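Test system: human SENP1 catalytic domain; medium: Tris pH 8 buffer plus EDTA, NaCl, BME, BSA, NP40, catalase; incubation: 50 min reaction at room temperature; technique: FRET, CFP and YFP emission; controls: no-enzyme low control and enzyme-plus-DMSO high control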
mIAP inh = mouse IAP inhibition | purified mouse IAP, CDP-Star luminescence, 30 min | inhibition, % at 10 µM | actives 0.2% (n = 330,000);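 active = inhibition of at least 40% at 10 µM in the primary screen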;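 note: plate controls were DMSO with enzyme for no effect and no enzyme wells for full effect; values of inactives mirror those of a sister screen read the other way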
MIN6 prolif = MIN6 beta-cell proliferation induction; MIN6 cells proliferation, ATPlite luminescence, 48 h; cells starved in 0.2% serum; 100% = growth in 10% serum; proliferation, % at 10 µM; actives 0.29% (n = 330,000);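 active = compounds whose signal lies at least 3.5 SD above the mean of all wells on their plate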;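 note: 0% = DMSO-treated cells in low-serum medium and 100% = 10% serum control; some compounds called inactive have numbers as strong as hits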
NLRP3 yeast inh = NALP3 inhibition in yeast; Yeast reconstituted NLRP3/ASC/caspase-1, beta-gal luminescence, 24 h; inhibition, % at 10 µM; actives 0.39% (n = 330,000);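 active = inhibition of 50% or more; inactive = inhibition below 50%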;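 note: plate controls were induced DMSO wells for no effect and uninduced yeast grown without galactose for full effect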
mIAP activ = mouse IAP activation; activation factor at 10 µM; muIAP, CDP-Star luminescence, 30 min; stronger effect = higher value; 1 = vehicle-only enzyme signal, 0 = enzyme-free wells; actives 0.24% (n = 330,000);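 active = activation factor of at least 2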; note: the source names both 10 and 20 µM as test concentration; values of inactives mirror those of a sister screen read the other way
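System: mouse IAP enzyme. Reagent: CDP-Star chemiluminescent phosphatase substrate. Benchmarks: DMSO wells, no-enzyme wells. Times: 30 min enzyme-substrate-compound incubation at room temperature. Detection: luminescence from enzymatic CDP-Star hydrolysis. Doses: test compounds delivered from DMSO solution.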
* = called active by the depositor. The list is partial; count on the stated rates, not on these rows.

| Compound | NLRP3 yeast inh | APOBEC3G inh | SENP1 FRET inh | hIAP act | A3A deaminase | hIAP block | mIAP activ | mIAP inh | MIN6 prolif |
| --- | --- | --- | --- | --- | --- | --- | --- | --- | --- |
| COc1cc(C(=O)OCCN2CCOCC2)ccc1O | 21 | 4 | 1 | 1 | 2 | 0 | 1 | 0 | -2 |
| O=C(NN1CCOCC1)c1cc(-c2ccc(Br)cc2)nc2ccccc12 | 3 | -4 | 0 | 0.93 | 16 | 8 | 0.95 | 5 | 0 |
| COCC1CCN(Cc2cn[nH]c2-c2ccc(OC)c(F)c2)C1 (configuration not stated) | -14 | -5 | 0 | 1.2 | -7 | -17 | 1.1 | -7 | -5 |
| CCC(=O)Nc1ccc(Br)cn1 | 15 | 2 | 0 | 1.1 | 1 | -7 | 1.1 | -9 | -3 |
| COCC1=C(C(=O)OC)C(c2ccco2)n2ncnc2N1 (configuration not stated) | 27 | -5 | 1 | 0.94 | -5 | 6 | 1 | 0 | -2 |
| CC(OC(=O)c1cccs1)C(=O)NCCc1ccccc1 (configuration not stated) | 37 | -6 | 1 | 0.87 | -2 | 13 | 0.88 | 12 | 0 |
| CC1CCN(C(=O)CCc2nc3cc(S(=O)(=O)N(C)C)ccc3n2C)CC1 | -7 | 3 | 0 | 1.1 | 2 | -6 | 1.1 | -7 | 0 |
| COCCNC(=O)CN(C)S(=O)(=O)c1ccc(Br)cc1 | 8 | 2 | 3 | 0.94 | 5 | 6 | 1 | -2 | -1 |
| CCn1cc(C(=O)NC(=S)Nc2sc3c(c2C(=O)OC)CCCCCC3)cn1 | 19 | 12 | 2 | 1.1 | 4 | -5 | 0.89 | 11 | -5 |
| O=C(NCc1ccncc1)C(=O)Nc1nc(C23CC4CC(CC(C4)C2)C3)cs1 | -16 | -2 | -2 | 1.4 | -2 | -40 | 1.1 | -13 | -5 |
| CCOC(=O)CCc1c(C)c2ccc3c(c2oc1=O)CN(CCCO)CO3 | 7 | 0 | -116 | 0.94 | -1 | 6 | 1.1 | -13 | -6 |
| N#CC(=Cc1ccc(O)cc1)C(N)=C(C#N)C#N | 16 | -8 | -30 | 0.85 | -4 | 15 | 0.83 | 17 | -3 |
| Cc1c(NC(=O)CSc2ncn[nH]2)c(=O)n(-c2ccccc2)n1C | 7 | -6 | 2 | 1.1 | 0 | -9 | 1 | 0 | -1 |
| Cc1ccccc1NC(=O)c1sc(Cl)nc1C | -10 | -6 | 2 | 0.96 | 0 | 4 | 1 | -2 | 0 |
| CCOC(=O)c1ccc(S(=O)(=O)Nc2cc(C(C)(C)C)no2)cc1 | -14 | -5 | -1 | 0.92 | -1 | 8 | 1.1 | -6 | -3 |
| COC(=O)c1cc(-c2ccc(OC)cc2)nc2nc(SC)[nH]c(=O)c12 | 6 | -13 | -3 | 0.98 | -2 | 2 | 0.92 | 8 | -1 |
| O=C(Nc1ccccc1)Nc1nnc(Cc2ccc(F)cc2)s1 | 12 | -2 | 2 | 1.2 | -2 | -16 | 1 | -1 | -3 |
| CN(CCOc1ccccc1)CC(O)COCc1ccccc1F (configuration not stated) | 18 | -10 | 3 | 1 | -3 | -2 | 0.98 | 2 | -4 |
| Cc1ccc(OCC(=O)OCC(=O)Nc2sccc2C(N)=O)cc1C | 28 | -6 | 4 | 0.95 | -3 | 5 | 0.93 | 7 | 0 |
| CN1CCN(C(=O)c2cnn3c(C(F)(F)F)cc(-c4ccc5c(c4)OCO5)nc23)CC1 | -2 | -4 | -33 | 0.89 | -2 | 11 | 0.99 | 1 | -4 |
| CNC(=O)CSc1nc(-c2ccccc2)c(-c2ccccc2)o1 | 1 | 0 | 0 | 1.1 | -1 | -15 | 0.98 | 2 | -1 |
| CSc1cccc(CN2CCC(CO)(Cc3cccc(C(F)(F)F)c3)CC2)c1 | 36 | 4 | 0 | 1 | -1 | 0 | 0.95 | 5 | -7 |
| CCOC(=O)N1CCC(NC(=O)C2CCCN(S(=O)(=O)c3cccnc3)C2)CC1 (configuration not stated) | -10 | -10 | 2 | 0.92 | -3 | 8 | 0.96 | 4 | 0 |
| O=C(CN1C(=O)COCC1=O)N1CCOCC1 | -1 | -1 | 0 | 0.8 | -1 | 20 | 0.98 | 2 | -2 |
| Cc1nc(NC(=S)NC(=O)c2cccs2)sc1C(=O)N(C)C | 13 | -10 | -1 | 0.79 | 2 | 21 | 0.82 | 18 | -2 |
| CC(=O)Nc1ccc(NC(=O)COc2ccc([N+](=O)[O-])cc2)cc1 | -5 | -6 | 2 | 0.97 | 0 | 3 | 0.99 | 1 | 0 |
| O=C(N/N=C/c1ccccc1O)C1CC(=O)N(c2ccc(Cl)cc2)C1 (configuration not stated) | 19 | 2 | -27 | 1.9 | 1 | -90 | 0.93 | 7 | -7 |
| O=S(=O)(NCCc1csc(-c2cccnc2)n1)c1ccc(F)cc1 | 21 | -7 | 0 | 0.9 | 0 | 10 | 1 | -3 | 3 |
| COc1ccc(CNC(=O)CCc2nnc3ccc(NCCCN4CCCC4=O)nn23)cc1 | -5 | 0 | -10 | 1 | -2 | 0 | 1 | -2 | -1 |
| Cc1ccc(NC(=S)NCCc2ccccc2)nc1 | 29 | -8 | 2 | 0.91 | -2 | 9 | 1 | -1 | 6 |
| O=C(c1cc2ccccc2o1)N1CCOCC1 | 14 | -7 | 1 | 0.84 | -2 | 16 | 0.95 | 5 | 3 |
| COc1ccc(OC)c(NC(=O)CC(NC(C)=O)c2ccccc2)c1 (configuration not stated) | 4 | 1 | 2 | 0.85 | 4 | 15 | 0.85 | 15 | 1 |
| O=C(CSc1n[nH]c(-c2cccnc2)n1)Nc1cccc(Cl)c1 | 3 | -5 | 1 | 0.97 | -4 | 3 | 0.94 | 6 | -1 |
| COC(=O)c1ccc(-n2c(C)cc(/C=N/Nc3nc(C)cc(=O)[nH]3)c2C)cc1 | 5 | -9 | 1 | 1.4 | -2 | -42 | 0.99 | 1 | -2 |
| CC(C)(C)C(=O)C(Cc1ccccc1Cl)n1cncn1 (configuration not stated) | 0 | -4 | 0 | 0.84 | -3 | 16 | 0.92 | 8 | 1 |
| NC(=O)c1ccc(-n2nnnc2SCc2ccc(F)cc2)cc1 | 7 | 1 | 1 | 0.91 | 1 | 9 | 0.92 | 8 | 0 |
| COc1cc2c(cc1NC(=O)Nc1cccc(C)c1)oc1ccccc12 | 8 | 0 | -1 | 0.84 | -1 | 16 | 1.3 | -29 | 0 |
| COCC(=O)N(C)C[C@H]1N[C@@](Cc2ccccc2)(C(=O)OC)[C@H]2C(=O)N(C)C(=O)[C@@H]12 | 7 | 0 | 0 | 0.96 | 0 | 4 | 0.99 | 0 | -2 |
| Cc1ccc(NC(=S)N2CCC(c3ccc(C)cc3)C2)cc1 (configuration not stated) | 32 | 16 | 3 | 0.94 | 0 | 6 | 1 | 0 | -4 |
| CCn1c(=O)cc(OCC(=O)N2CCCCCC2)c2ccccc21 | 32 | 1 | 2 | 0.96 | 1 | 4 | 1.1 | -6 | 1 |
| COC(=O)[C@@H]1CCCN1Cc1c(C(=O)N2CCOCC2)nc2c(C)cccn12 | 15 | 2 | -4 | 0.93 | 3 | 7 | 1.1 | -9 | -2 |
| CCOc1cccc(C2/C(=C(/O)c3ccc4c(c3)CC(C)O4)C(=O)C(=O)N2CCN2CCOCC2)c1 (configuration not stated) | -7 | -7 | -3 | 0.95 | -11 | 5 | 0.94 | 6 | 1 |
| COC(=O)c1ccc(C)c(NC(=O)c2ccc(Cn3cc([N+](=O)[O-])cn3)o2)c1 | 12 | -5 | 2 | 0.97 | 0 | 3 | 0.91 | 9 | 0 |
| COc1ccc(/C=C\C(=O)NCc2ccc3c(c2)cc(C)n3C)cc1OC | 5 | 0 | -23 | 0.87 | -1 | 13 | 1 | -2 | 0 |
| CCn1c(-c2ccc(C(C)(C)C)cc2)n[nH]c1=S | 20 | 23 | 3 | 1.1 | 1 | -7 | 0.96 | 4 | -1 |
| O=C(Oc1ccc(-c2nnco2)cc1)C1CCN(C(=O)c2ccc(F)cc2)CC1 | 11 | 3 | 2 | 1.3 | 3 | -35 | 1 | -4 | -1 |
| COc1cc(-c2cc(C(=O)Nc3ccccc3N3CCOCC3)c3ccccc3n2)cc(OC)c1OC | 8 | -1 | 2 | 0.94 | 4 | 6 | 1 | 0 | -3 |
| COC(=O)c1ccccc1NC(=O)NC1CC1 | -8 | -3 | 1 | 0.98 | -2 | 2 | 0.96 | 4 | 2 |
| CN(C)C=NC(=O)c1cccn1-c1ncc(C(F)(F)F)cc1Cl | 5 | 1 | 3 | 0.93 | 0 | 7 | 1 | -3 | -1 |
| CC(C)C[C@H](NC(=O)OC(C)(C)C)C(=O)N1CCC(C(=O)O)CC1 | 7 | -4 | -1 | 1.1 | 0 | -11 | 0.92 | 8 | 3 |
| C/C(=N\Nc1ccc([N+](=O)[O-])cc1[N+](=O)[O-])c1cccnc1 | 0 | -3 | 0 | 0.77 | -2 | 23 | 1 | -1 | 2 |
| CC(C)c1cc(C(=O)N/N=C/c2ccoc2)c(O)c(C(C)C)c1 | 10 | 2 | 2 | 1 | 12 | 0 | 0.87 | 13 | -4 |
| O=C(CCCc1ccccc1)N1CCN(c2ccc([N+](=O)[O-])cc2)CC1 | 28 | -6 | -7 | 0.91 | -2 | 9 | 0.92 | 8 | 0 |
| COc1cccc2cc(C(=O)NCCc3ccccc3)oc12 | 38 | -3 | 1 | 0.8 | 1 | 20 | 0.9 | 10 | 2 |
| CC1CCCCN1C(=O)c1cc2nc(-c3ccccc3)cc(-c3ccccc3)n2n1 (configuration not stated) | 22 | -1 | -65 | 1 | -3 | -4 | 0.99 | 1 | -3 |
| O=c1[nH]c(CSc2ccccn2)nc2ccccc12 | 2 | -4 | -3 | 1 | 1 | -4 | 0.96 | 4 | -2 |
| FC(F)(F)c1nc(-c2ccccc2)ncc1-c1nnnn1-c1ccccc1 | 11 | -3 | -1 | 1 | -1 | 0 | 0.92 | 8 | -2 |
| CCOC(=O)Cc1csc(NC(=O)C(C)(C)C)n1 | -3 | -1 | 3 | 1 | -3 | -4 | 1 | -2 | -1 |
| Cc1ccc(/C=C2\SC(=S)N(CCCC(=O)Nc3ccccn3)C2=O)cc1 | 19 | -2 | 1 | 1.1 | 0 | -15 | 0.95 | 5 | -3 |
| Cc1cc(C)nc(SCc2nnc(SCC(=O)NCc3ccco3)n2-c2ccccc2)n1 | -20 | -8 | -4 | 1.1 | -4 | -7 | 0.92 | 8 | -1 |
